# CDK5 p35 inh: inhibitors of human CDK5/p35 kinase | Q00535+Q15078 | Recombinant CDK5/p35, ADP-Glo luminescence, 60 min | inhibition, % at 10 µM | 330,000 tested, 0.01% active;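 active means highest replicate inhibition of at least 50% and at least 75% of replicates reaching 50%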;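 further: plate controls were DMSO neutral control for no effect and GW8510 at 10 µM for full effect; many of its hits are not listed in these tables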
# MITF act: activators of MITF-driven TRPM1 promoter activity in SK-MEL-5 cells. SK-MEL-5 TRPM1-promoter luciferase, 24 h; % of positive control, neutral wells = 0. 300,000 tested, 0.75% active. activation, % at 12.5 µM;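 active means mean activation of at least 80% with every replicate also reaching 80%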;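 further: 0% = neutral control wells and 100% = parthenolide positive control wells; values of inactives mirror those of a sister screen read the other way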
# PKA-R1A act: PKA-R1A complex activation. activation, % at 11.4 µM. 340,000 tested, 0.083% active. P00514+P68181. PKA-R1A dissociation, Cy5-IP20 fluorescence polarization; scaled: DMSO 0%, 113 µM cGMP 100%. AID 504707;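 active means percent activation above the mean of all tested compounds plus 3 SD, cut at about 19% in these data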;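 further: higher means more PKAc released from R1A so a rise in polarization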
# SR-BI DiI-HDL act: SR-BI HDL lipid transfer activation; activation, % at 12.5 µM; CHO ldlA[mSR-BI] cells, DiI-HDL uptake fluorescence, 3 h; 100 = double the neutral-control signal; 320,000 tested, 0.096% active;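 active means mean replicate activation of at least 60% and every replicate at or above 60%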;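 further: 0% = median plate neutral-control signal and 100% = twice that signal; values of inactives mirror those of a sister screen read the other way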
#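 Test system: SR-BI-overexpressing, LDLR-lacking CHO cells. Measured by: DiI fluorescence, bottom read. Medium: Ham's F12 with 0.5% BSA, HEPES 25 mM, pH 7.4. Timing: 3 h uptake period with compound, 37 °C.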
# NSD2 inh: blocks human histone methyltransferase NSD2; O96028; NSD2 peptide methylation, AlphaScreen, 120 min; inhibition, % at 12.5 µM; 310,000 tested, 0.54% active; in the data active means inhibition above about 50%
# Pemphigus Ab inh: blocks pemphigus antibody binding to human desmoglein-3; P32926; DSG3-coupled beads, scFv-anti-DSG3-GFP binding, flow cytometry; active compounds read low; binding (percent of control), % at 10 µM; 310,000 tested, 0.48% active;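 active means binding more than 3 SD below its plate's average and above zero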;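 further: hits lower antibody fragment binding to DSG3; some compounds called inactive have numbers as strong as hits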
# Mot1-301 SUMO: SUMOylation pathway inhibition by Mot1-301 growth rescue. 320,000 tested, 1% active. growth rescue, % at 18.8 µM. S. cerevisiae Mot1-301 growth rescue, ATP luminescence, 38.5C; percent above DMSO median, 100 means doubled. AID 2716;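 active means every valid replicate shows activation above 250% relative to neutral control wells; inactive means the rest, any valid replicate at or below 250%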;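 further: OY570 slx delta 5 strain wells were the positive control but not used for scaling; some compounds called inactive have numbers as strong as hits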
# Arr AP2 block: blocks beta-arrestin peptide binding to AP2 adaptin | 340,000 tested, 0.31% active | inhibition, % at 10 µM | FITC-arrestin peptide / GST-AP2 beads, flow cytometry; AP2 beta2 appendage carries R879A mutation;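 active means inhibition above a set limit, near 3 SD of compounds lacking own fluorescence, cut at about 54% in these data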;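 further: plate controls were DMSO wells for no effect and 5 µM unlabelled arrestin peptide for full effect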
#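 Material – GST-tagged AP2 beta2-adaptin appendage (R879A) on 4 µm glutathione beads · Probe or stimulus – fluorescein-tagged arrestin peptide at 50 nM final · Timing – 12 min plus 1 h, RT · Detection – bead flow cytometry, FITC channel · Read-out basis – inhibition as reduced fluorescein signal on beads, percent · Medium – PBS plus Tween 20 (0.05%) and BSA (0.1%)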
# PKA-R2B activ: PKA-R2B complex activation | P22694+P31323 | PKA-R2B holoenzyme dissociation, Cy5-IP20 fluorescence polarization; R2B truncated from residue 108, S112A mutant; 0% DMSO only, 100% 113 µM cGMP | activation, % at 11.4 µM | 340,000 tested, 0.079% active;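 active means activation above a cutoff set at the mean over all compounds plus 3 SD, cut at about 18% in these data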;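 further: higher means more holoenzyme dissociation and a rise in polarization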
# Target sequence (P31323 whole entry, looked up, other chains not shown, the tested form may be a part): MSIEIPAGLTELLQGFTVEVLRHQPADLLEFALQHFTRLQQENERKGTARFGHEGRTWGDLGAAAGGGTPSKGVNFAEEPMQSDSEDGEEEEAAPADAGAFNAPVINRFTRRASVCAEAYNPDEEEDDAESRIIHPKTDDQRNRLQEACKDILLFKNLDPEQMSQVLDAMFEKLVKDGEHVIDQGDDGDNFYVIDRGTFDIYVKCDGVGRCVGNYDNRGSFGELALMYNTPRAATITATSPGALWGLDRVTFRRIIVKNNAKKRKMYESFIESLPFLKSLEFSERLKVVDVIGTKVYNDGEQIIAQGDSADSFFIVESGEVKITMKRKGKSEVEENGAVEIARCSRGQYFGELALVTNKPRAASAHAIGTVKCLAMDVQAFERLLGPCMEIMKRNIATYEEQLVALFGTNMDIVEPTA
# SR-BI HDL uptake: inhibitors of mouse SR-BI mediated HDL lipid uptake | AID 488896 | 320,000 tested, 0.96% active | inhibition, % at 12.5 µM | ldlA[mSR-BI] CHO cells, DiI-HDL uptake fluorescence, 3 h | Q61009;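 active means mean replicate inhibition of at least 70% and a set share of replicates each scoring 70 or more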;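 further: 0% = median of neutral control wells and 100% = median of positive control wells; values of inactives mirror those of a sister screen read the other way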
# dFosB activator: activators of mouse delta FosB homodimer | P13346 | activation, % at 25 µM | purified delta FosB, TAMRA-CDK5 oligo fluorescence polarization; percent of positive-control signal above neutral wells | AID 493131 | 340,000 tested, 0.99% active;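 active means mean activation above about 17%, with every replicate also reaching it, limit read from the data, passing the limit was not always enough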;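 further: fluorescence polarization rise as delta FosB binds a TAMRA Cdk5 AP-1 oligo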
# Target sequence (P13346 whole entry, looked up): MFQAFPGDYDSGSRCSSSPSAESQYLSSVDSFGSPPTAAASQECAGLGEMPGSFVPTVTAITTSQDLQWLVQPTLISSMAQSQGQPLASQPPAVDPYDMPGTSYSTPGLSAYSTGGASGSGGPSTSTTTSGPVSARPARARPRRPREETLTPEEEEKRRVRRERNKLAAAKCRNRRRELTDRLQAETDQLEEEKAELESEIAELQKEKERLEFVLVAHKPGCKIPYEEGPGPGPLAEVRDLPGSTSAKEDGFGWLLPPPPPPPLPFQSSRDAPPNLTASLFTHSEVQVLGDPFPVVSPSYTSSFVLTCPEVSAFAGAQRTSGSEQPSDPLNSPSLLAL
# Numbers without * were called inactive; · = no result given.
PKA-R2B activ,NSD2 inh,CDK5 p35 inh,Pemphigus Ab inh,SR-BI DiI-HDL act,PKA-R1A act,SR-BI HDL uptake,Mot1-301 SUMO,MITF act,Arr AP2 block,dFosB activator,Structure
-3.0,-1.7,11.8,101.0,5.0,-5.6,-5.0,-10.0,6.6,15.5,-2.3,Cc1[nH]nc2oc(=O)c(CCO)c(C)c12
-7.8,0.0,-5.2,106.2,6.6,-2.9,-6.6,-3.5,-0.5,0.5,5.3,C=CCNC(=S)Nc1ccccc1-c1nnc2n1CCCCC2
0.3,8.2,1.0,·,-7.6,5.1,7.6,-2.4,2.7,-0.3,-6.7,Cc1ccc(-c2nc(=S)c3c(n2CCN2CCOCC2)CC(C)(C)OC3)cc1
10.4,12.5,2.3,82.3,16.3,2.1,-16.3,-2.0,·,9.0,-9.1,Cc1cc(=O)n2nc(-c3ccccc3)sc2n1
1.4,-1.0,1.6,100.5,14.7,-1.3,-14.7,-5.2,2.1,-4.9,2.5,Cc1cc(=O)[nH]c(N/N=C/c2ccccc2C(F)(F)F)n1
-4.7,·,-0.5,100.8,10.6,-4.5,-10.6,21.3,-14.0,17.4,-1.1,O=C(NC1CCCC1)C1c2ccccc2C(=O)N1CCCN1CCOCC1 (centres undefined)
-4.0,-1.9,-1.0,97.8,7.7,-4.8,-7.7,-22.7,16.9,-9.2,-1.9,CCC(=O)Nc1ccc(C(=O)NNC(=O)c2ccccc2)cc1
-3.7,·,2.2,95.6,-61.6,-7.6,61.6,·,-8.2,-5.6,-7.7,O=C(Cc1ccc(NC(=O)C2CCN(C(=O)C3CCC3)CC2)cc1)Nc1cccc(C(=O)N2CCCC2)c1
-17.1,-2.0,0.6,99.9,5.1,-3.8,-5.1,51.2,2.1,-3.7,-7.1,Cc1cc(Oc2ccc(=O)n(C)n2)nc(SCc2ccccc2)n1
-2.3,·,1.4,109.8,3.3,2.4,-3.3,-2.9,3.0,-0.5,-1.3,CC(C)[C@H]1COCCS(=O)(=O)N1Cc1ccccc1
1.6,-0.9,1.6,105.2,-1.9,6.6,1.9,-8.7,-2.0,6.2,-1.5,COC(=O)NC(NC(=S)Nc1cccc(C)c1)C(Cl)(Cl)Cl (centres undefined)
3.9,-1.2,2.9,116.4,-3.0,1.6,3.0,-23.2,·,-6.5,6.9,CCCOc1ccc(CSc2n[nH]c(C)n2)cc1
2.2,0.4,3.9,104.0,4.5,-7.1,-4.5,6.9,0.7,32.1,-0.9,NC(=O)c1sc2cc(C(F)(F)F)cnc2c1-c1ccccc1
-0.2,2.1,-1.2,77.6,-10.6,1.9,10.6,-1.4,-1.2,15.1,-1.3,COc1ccc(OC)c(-n2c(=S)[nH]c3cc(C(=O)N4CCN(c5ccccc5)CC4)ccc3c2=O)c1
-9.1,0.4,0.4,97.7,-35.6,-6.1,35.6,-19.8,18.0,12.6,1.2,COc1ccc(/C=C/c2nc(-c3ccccc3O)n(-c3ccccc3)n2)cc1
3.2,0.3,0.1,114.8,-7.2,4.2,7.2,20.1,·,-7.5,-1.0,CC(=O)N1CCN(c2ccc(NC(=O)c3ccccc3)cc2)CC1
-24.9,8.1,-1.8,108.6,-14.0,-7.2,14.0,-9.0,67.8,0.9,-4.0,CCc1ccc(-c2csc(-c3c[nH]c4ccccc34)n2)cc1
5.8,1.7,3.0,·,15.9,0.2,-15.9,2.5,-5.9,-6.1,-7.9,CCOc1ccc(N(CC(=O)NCc2ccc(C)cc2)S(=O)(=O)c2c(C)[nH]c(=O)[nH]c2=O)cc1
-0.7,9.2,5.4,98.1,10.5,-9.9,-10.5,3.3,-9.1,5.6,-0.3,Nc1nonc1C(=O)NCCNS(=O)(=O)c1ccc(Br)cc1
-6.2,5.3,-1.3,107.3,7.6,-5.2,-7.7,122.7,6.8,13.0,5.5,Cc1cc(OCCN2CCCC2)ccc1C(C)C
-6.0,-6.1,-1.9,113.8,-7.1,0.8,7.1,10.2,14.1,-27.6,-2.0,CCOc1ccc(S(=O)(=O)N(C)C2CCCCC2)cc1
6.0,-0.7,-1.9,93.5,-1.9,-12.1,1.9,-5.4,7.0,-10.1,-8.5,CCC(C)NC(=O)CC(c1ccccc1)c1cc(C)ccc1O (centres undefined)
-4.0,-6.4,-0.2,95.5,-4.0,-7.4,4.0,-1.5,-10.3,-0.6,-4.7,Cc1ccc(S(=O)(=O)Nc2cccc(-c3cn4ccsc4n3)c2)cc1
-6.6,-0.4,-1.4,105.4,-23.0,2.7,23.0,29.7,-11.5,-12.2,-9.3,CCc1ccc(N2CC(C(=O)Nc3ccc(C)c(S(=O)(=O)N4CCOCC4)c3)CC2=O)cc1 (centres undefined)
-3.7,3.0,2.3,104.2,1.7,-13.7,-1.7,6.6,6.2,8.1,6.0,CCOC(=O)C1CCN(C(=O)CSCCSCC(=O)N2CCC(C(=O)OCC)CC2)CC1
1.2,18.8,·,104.4,-28.4,-17.5,28.4,7.4,-12.5,3.0,1.0,CC(=O)c1ccc(N2CCN(S(=O)(=O)c3cc(-c4cc(C)no4)ccc3C(C)C)CC2)cc1
-9.1,-0.8,1.9,111.3,-6.4,5.5,6.4,-19.0,-10.2,18.7,9.8,CCCNCC1C(Oc2ccc(Cl)cc2Cl)C(=O)N1c1cccc(C)c1C (centres undefined)
-7.7,3.5,-1.7,·,-12.5,-13.8,12.5,-19.4,1.9,-16.4,-32.3,CCOC(=O)c1cc2c(=O)n3ccccc3nc2n(Cc2ccco2)c1=NC(=O)c1cccc(OC)c1
12.5,-1.6,-5.9,59.2*,11.1,-3.1,-11.1,-9.6,3.5,-4.8,-1.4,Cc1nc(-c2ccc(S(=O)(=O)Nc3cccc(Cl)c3)cc2)co1
-1.1,-2.0,0.3,113.0,-1.9,-7.7,1.9,-22.8,-14.9,4.3,-4.2,CCOc1ccc(N(Cc2ccc(C(=O)O)cc2)S(=O)(=O)c2ccc(C)cc2)cc1
-5.2,-0.3,0.8,98.2,0.7,-8.9,-0.7,·,28.5,3.0,-3.9,Cc1c2c(nc3c(C(=O)NC4CC4)cnn13)CCCC2
-8.6,-0.5,0.6,96.9,-63.7,5.4,63.7,-17.6,6.2,16.7,2.5,Cc1cc(NC(=O)c2ccccc2)n(-c2nc3ccccc3[nH]2)n1
-8.4,7.7,-1.9,-14.9*,7.6,6.6,-7.6,8.9,27.1,-2.7,8.0,CC(=O)Nc1ccc(NC(=O)CSc2nnc(-c3ccc4c(c3)OCO4)o2)cc1
14.4,-2.8,0.0,107.5,8.8,3.5,-8.8,-11.3,23.8,-3.8,3.6,CC(C)CCOCC(O)CCC(=O)NNC(=S)Nc1ccccc1 (centres undefined)
-16.4,·,1.2,101.7,-44.3,-9.9,44.3,-6.2,10.2,14.6,3.6,O=C1C=C(c2cc3ccccc3o2)C[C@@H](c2ccc(F)cc2)C1
-10.2,-19.9,-1.0,98.1,15.1,-3.7,-15.1,-19.6,10.4,28.1,0.2,O=C(CN1CCOCC1)NNC(=S)Nc1ccccc1
-8.7,20.1,1.0,104.9,-65.2,5.1,65.2,·,-9.8,12.8,14.1,CCN(CC)CCNC(=O)c1nn(-c2ccc(Cl)cc2)c2c1CCc1cc(OC)ccc1-2
-0.6,-5.3,-0.6,109.9,4.1,6.8,-4.1,-7.9,122.0*,-12.6,0.6,O=C(CCc1ccccc1)c1ccc2c(c1)OCCCO2
-5.4,-1.7,0.7,107.7,-66.6,-2.9,66.7,-6.7,-2.3,0.0,8.2,CCOc1ccc(C(=O)NC(=S)Nc2cccc(NC(=O)c3ccco3)c2)cc1[N+](=O)[O-]
-4.6,7.3,-0.7,104.6,15.8,-4.3,-15.8,55.0,-21.1,-8.2,-5.3,CC1(C)CC(C)(c2ccc(O)cc2O)N(c2ccc3ccccc3c2)C(=S)N1 (centres undefined)
-0.2,1.7,2.0,100.3,17.9,0.0,-17.9,-15.3,9.6,3.7,-2.6,CC1CCN(S(=O)(=O)c2ccc(S(=O)(=O)NCc3ccccc3)cc2)CC1
-16.4,-1.7,3.4,·,9.6,-0.8,-9.6,19.0,-2.5,-4.4,-4.7,CCN(C(=O)Cn1c(Cl)nc2c1c(=O)n(C)c(=O)n2C)C1CCCCC1
-3.5,-3.7,0.7,107.8,-26.5,-3.1,26.5,1.9,·,1.7,-7.6,CCOc1ccc(OCC)c(NC(=O)CNS(=O)(=O)c2cccs2)c1
2.6,·,1.1,·,·,6.9,·,83.1,6.5,38.7,5.5,CCCCc1cc(=O)oc2cc(OCC(=O)N(CC)CC)c(Cl)cc12
3.0,-1.7,1.8,111.0,12.3,5.3,-12.3,·,-2.3,13.1,-1.8,Cc1c(Cl)cccc1NC(=O)CCN1C(=O)NC(C)(C)C1=O
-0.5,-1.6,-0.4,92.5,-16.9,-2.2,16.9,1.0,-7.7,-6.4,-4.3,CCOC(=O)N1CCN(C(=O)/C(=C/c2cccs2)NC(=O)c2cccs2)CC1
-14.5,-0.4,3.2,100.1,6.6,-11.7,-6.6,-7.0,6.7,-14.7,4.0,O=C1C2C3C=CC(C3)C2C(=O)N1c1cccnc1 (centres undefined)
0.6,0.7,0.9,98.2,36.5,3.5,-36.5,5.4,13.1,-2.8,-9.6,Cc1cccc(C(=O)NC(C)C(=O)NC(c2nc3ccccc3[nH]2)C(C)C)c1 (centres undefined)
-8.4,-2.8,-0.2,98.4,16.0,-3.8,-16.0,-2.9,1.1,-6.9,3.3,Cc1ccc(C(=O)OC(C(=O)O)C(OC(=O)c2ccc(C)cc2)C(=O)O)cc1 (centres undefined)
-14.1,41.4,-0.4,107.0,0.3,-7.1,-0.3,-4.0,-19.0,10.6,-3.7,COc1cc(C=C2C(=O)c3ccccc3C2=O)cc(OC)c1OC
-12.6,-1.0,1.3,100.4,9.9,2.5,-9.9,17.1,-3.0,2.4,-4.1,O=C(Cc1ccccc1)NC(=S)Nc1cccc(C(F)(F)F)c1
-5.3,0.2,0.2,104.2,-1.2,-4.4,1.2,-9.4,9.0,4.2,-2.4,COc1cnc(SCC(=O)O)[nH]c1=O

# Screens as filed in PubChem BioAssay.
